Apaf1 inhib: inhibitors of human Apaf-1 apoptosome, primary screen, biochemical, DEVD-Rh110 fluorescence, uHTS; reconstituted apoptosome caspase-3 activity; actives 0.71% (n = 330,000); inhibition, % at 20 µM; active means inhibition of at least 40% at 20 µM;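 further: plate controls were DMSO wells for no effect and DEVD-CHO caspase inhibitor wells for full effect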
Target sequence (O14727 whole entry, looked up): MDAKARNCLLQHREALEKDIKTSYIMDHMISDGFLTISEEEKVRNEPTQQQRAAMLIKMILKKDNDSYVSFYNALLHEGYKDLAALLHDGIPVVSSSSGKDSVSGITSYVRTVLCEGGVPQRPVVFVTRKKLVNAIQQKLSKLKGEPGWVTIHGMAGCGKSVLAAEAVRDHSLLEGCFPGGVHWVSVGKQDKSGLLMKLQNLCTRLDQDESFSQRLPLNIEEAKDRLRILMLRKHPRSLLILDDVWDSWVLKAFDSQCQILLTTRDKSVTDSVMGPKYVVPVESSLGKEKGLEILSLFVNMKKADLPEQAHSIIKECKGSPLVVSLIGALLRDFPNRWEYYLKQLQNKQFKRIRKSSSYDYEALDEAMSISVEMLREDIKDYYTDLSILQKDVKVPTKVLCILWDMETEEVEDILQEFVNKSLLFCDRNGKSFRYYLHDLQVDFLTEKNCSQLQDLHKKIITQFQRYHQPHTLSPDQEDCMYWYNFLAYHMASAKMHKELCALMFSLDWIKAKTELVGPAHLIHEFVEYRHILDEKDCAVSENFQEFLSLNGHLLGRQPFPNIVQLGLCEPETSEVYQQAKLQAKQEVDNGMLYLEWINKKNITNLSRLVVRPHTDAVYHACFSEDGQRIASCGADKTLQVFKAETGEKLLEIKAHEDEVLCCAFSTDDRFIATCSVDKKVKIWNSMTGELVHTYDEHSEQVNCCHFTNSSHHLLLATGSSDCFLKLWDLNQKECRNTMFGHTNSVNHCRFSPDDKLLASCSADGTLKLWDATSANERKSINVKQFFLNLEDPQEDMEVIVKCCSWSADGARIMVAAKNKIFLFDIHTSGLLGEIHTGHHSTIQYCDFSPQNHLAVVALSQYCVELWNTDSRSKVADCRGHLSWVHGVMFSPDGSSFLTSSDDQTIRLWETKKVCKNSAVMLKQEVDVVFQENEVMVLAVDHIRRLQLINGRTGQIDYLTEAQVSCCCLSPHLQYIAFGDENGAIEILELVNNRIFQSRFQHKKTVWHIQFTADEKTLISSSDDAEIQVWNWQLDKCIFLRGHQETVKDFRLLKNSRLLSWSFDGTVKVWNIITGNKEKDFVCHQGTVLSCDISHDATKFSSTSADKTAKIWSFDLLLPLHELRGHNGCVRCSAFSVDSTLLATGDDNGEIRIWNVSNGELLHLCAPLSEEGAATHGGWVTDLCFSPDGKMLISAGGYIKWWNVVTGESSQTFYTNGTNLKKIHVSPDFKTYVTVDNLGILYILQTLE
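Material: reconstituted apoptosome with Apaf-1, cytochrome c, caspase-9, procaspase-3, dATP; medium: pH 7.5 Hepes buffer with CHAPS, BSA, DTT; also added: cytochrome c and DEVD-Rh110 substrate; timing: 30 min plus 50 min, RT; signal: Rh110 fluorescence intensity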
697 NFkB inh: inhibitors of PMA/ionomycin-induced NF-kB reporter, 697 cells, primary screen, B-cell NF-kB inhibitor project, cell-based, luminescence, uHTS; 697 B-cell NF-kB luciferase reporter, 16 h; inhibition, % at 4 µM; actives 0.33% (n = 330,000); AID 435022, 2010; in the data active means inhibition above about 35%
SENP8 block: SENP8 protease inhibitors, primary screen, biochemical, luminescence. actives 1.2% (n = 330,000). Sentrin-specific protease 8 (Homo sapiens), Q96LD8. inhibition, % at 10 µM. purified SENP8, Z-RLRGG-aminoluciferin cleavage
EBI2 block: EBI2 receptor antagonists, beta-arrestin recruitment, primary screen, cell-based, luminescence, 7a,25-OHC stimulation, uHTS; actives 0.81% (n = 360,000); inhibition, % at 5 µM; G-protein coupled receptor 183 (Homo sapiens), P32249; 7a,25-OHC stimulated; AID 651636, 2012; in the data active means inhibition above about 38%;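 further: enzyme fragment complementation signal reports receptor beta-arrestin coupling in cells; 0% = agonist plus DMSO wells and 100% = wells without agonist; some results beyond the cut were filed as inactive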
Gli-Sufu antag: Gli-Sufu pathway antagonists, primary screen, luciferase luminescence, Sufu-KO-LIGHT cells, uHTS; Sufu-KO-LIGHT fibroblasts, Gli luciferase reporter luminescence; inhibition, % at 5 µM; actives 0.74% (n = 340,000); AID 588413, 2011;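 active means inhibition above about 55%, limit read from the data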;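 further: 0% = DMSO-treated cells and 100% = wells with medium but no cells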
Jurkat NFkB inh: inhibitors of induced NF-kB luciferase reporter, primary screen, TCR NF-kB activation inhibitor project, cell-based, luminescence, uHTS; Jurkat, PMA/ionomycin-induced NF-kB luciferase reporter; inhibition, % at 4 µM; actives 0.53% (n = 330,000); AID 435003, 2010
CCR6 antag: CCR6 receptor antagonists, primary screen, cell-based, CHO-K1, luminescence, beta-arrestin, uHTS; C-C chemokine receptor type 6 (Homo sapiens), P51684; CHO-K1 CCR6 PathHunter beta-arrestin, CCL20-stimulated; inhibition, % at 20 µM; actives 0.49% (n = 340,000); AID 493098, 2011;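 active means compounds whose inhibition of the agonist-driven luminescence signal at 20 µM reaches about 50%, limit read from the data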;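 further: cells stimulated with CCL20 at 14 nM final; plate controls were DMSO with CCL20 for no effect and DMSO without agonist for full effect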
UBC13 inh: UBC13 polyubiquitin chain formation inhibitors, primary screen, biochemical, TR-FRET, uHTS. actives 0.47% (n = 330,000). Ubiquitin-conjugating enzyme E2 N (Homo sapiens), P61088. AID 485273, 2010. inhibition, % at 20 µM; in the data active means inhibition above about 45%, passing the limit was not always enough
* hit, by the source's call; . = no result given. Unless noted, no stated cut-off is given here; in the data, active means inhibition above about 50%; inactive means the rest. A portion of the library; the hit share may differ from the screen's.

Compound,Apaf1 inhib,697 NFkB inh,SENP8 block,EBI2 block,Gli-Sufu antag,Jurkat NFkB inh,CCR6 antag,UBC13 inh
Cc1nc2ccccc2cc1C(=O)NCc1ccc(F)cc1,-3.0,-27.7,-12.0,-3.6,14.0,17.7,-8.5,-4.8
Cc1cc(C)cc(-n2nnnc2SCC(=O)Nc2cccc(NC(=O)c3ccco3)c2)c1,6.4,-8.4,-11.5,20.4,-6.9,-0.2,33.1,-4.3
CCCCCCC(NC(=O)Cc1ccc2ccccc2c1)C(=O)O (stereo not given),14.4,7.6,.,-3.8,-3.1,.,2.7,.
FCCCOc1ccc(-c2nccc(-c3ccc(Br)cc3)n2)cc1,3.0,9.7,-3.1,14.3,4.0,-6.0,-5.7,7.4
COc1cc(/C=N/NC(=O)CCn2nc(C)cc2C)ccc1O,-1.5,9.0,0.3,3.5,7.7,11.8,-9.3,1.7
CN(CC(=O)Nc1ccc(F)c(F)c1)S(=O)(=O)c1cccs1,-1.4,15.3,2.7,-6.8,-15.8,6.9,6.6,6.3
Nc1ccc(N=Nc2ccccc2)c2ccccc12,18.9,-3.6,-7.5,-5.1,20.7,-20.7,16.2,-138.8
Cc1ccc(S(=O)(=O)N2[C@@H](c3ccccc3)C(C(=O)O)=CC[C@H]2c2cccc(C)c2)cc1,12.3,20.2,-0.8,9.0,-4.1,7.1,9.1,-16.7
COc1cccc(-c2nnc(SCc3cccnc3)o2)c1,8.2,-46.0,-9.2,3.9,-54.7,-62.2,3.0,-7.0
Cc1ccccc1OCC(=O)Nc1ccc2c(c1)OCCO2,0.9,-11.0,-6.0,9.9,11.5,-96.3,0.2,-1.7
O=c1c2ccccc2nc(SCc2ccc([N+](=O)[O-])cc2)n1-c1ccccc1,3.8,3.0,-11.0,9.2,10.5,2.5,0.4,-15.2
O=C(CSCc1cccc(Br)c1)N/N=C/c1ccc2c(c1)OCO2,21.8,-22.7,-0.3,7.9,0.9,-38.3,23.7,-3.3
COC(=O)Cc1ccc(N(Cc2ccccc2F)S(=O)(=O)c2ccc(Br)cc2)cc1,5.9,-23.6,4.6,19.3,2.8,5.2,18.7,-5.3
O=C(NC1CCN(C(=O)Nc2cccc(Cl)c2)CC1)c1ccco1,-3.9,10.9,3.8,-8.7,3.4,2.6,8.1,5.6
Cc1ccc(-c2ccc(CO)o2)cc1N,-4.1,5.9,0.8,-4.9,-12.2,12.9,3.8,2.9

Additional entries follow:
Compound,Apaf1 inhib,697 NFkB inh,SENP8 block,EBI2 block,Gli-Sufu antag,Jurkat NFkB inh,CCR6 antag,UBC13 inh
CN(C)CCNC(NC(=O)c1cccs1)C(Cl)(Cl)Cl (stereo not given),0.3,18.0,-7.1,-13.4,5.0,14.5,0.3,21.5
CCc1ccc(Nc2n[n+](-c3ccccc3)c(-c3ccc(SC)cc3)s2)cc1,22.7,-16.3,-13.4,10.5,-17.6,30.4,7.2,8.8
CCN1C(=O)CS/C1=N\S(=O)(=O)c1ccc(C)cc1,-1.3,8.0,-2.7,4.4,9.6,-2.9,11.7,-8.3
N#C/C(=C\c1ccc(Cl)cc1)c1n[nH]c(Cn2cncn2)n1,4.4,3.5,-1.5,-1.5,-7.9,10.8,11.2,11.4
CN(C)S(=O)(=O)c1cccc(NC(=O)COc2ccc3ccccc3c2)c1,-0.5,21.6,0.3,8.2,-6.9,1.5,-2.2,15.9
COc1ccc(CCNC(=O)CCCn2nc(C)c([N+](=O)[O-])c2C)cc1OC,-10.5,18.7,3.5,7.8,4.7,6.1,-13.4,12.5
CCCN(CCC)C(=O)c1ccccc1C(=O)N(CCC)CCC,-6.5,16.4,5.8,-9.4,4.5,4.0,9.1,6.6
COc1ccc(/C=N/n2c(N)nc3ccccc32)cc1OC,-0.1,-26.4,-13.8,-6.8,-0.2,-26.6,30.1,8.3
CCSc1nnc(NC(=O)COc2ccccc2)s1,-3.0,-4.4,-4.8,-0.4,2.1,-0.8,-0.8,-3.0
CCNC(=O)CC1C(=O)N(c2ccc(F)cc2)C(=O)N1CCc1sccc1C (stereo not given),-10.7,7.2,0.3,-0.8,4.0,-13.6,14.0,7.9
CC1(c2ccccc2Cl)NC(=O)N(CC(=O)N2CCc3ccccc3C2)C1=O (stereo not given),3.4,9.7,-10.7,3.4,7.0,18.4,3.7,3.8
CN(Cc1ccccc1)c1nc(N)c([N+](=O)[O-])c(Nc2cccc(F)c2)n1,9.5,-7.4,-7.0,24.4,9.0,-0.1,15.6,-7.1
CCOC(=O)N1CCN(C(=O)COc2cccc3c2CCN(Cc2ccc(F)cc2)C3=O)CC1,0.0,-11.6,-9.7,8.9,12.2,9.0,2.0,-4.4
COc1cc(/C=N/NC(=O)C(N)=O)ccc1OCC(=O)N1C(C)CCCC1C (stereo not given),-0.9,16.9,-4.5,-0.8,-7.7,5.3,11.4,-6.6
O=C(NCc1ccncc1)NC1CCCCC1,-5.5,5.5,5.5,-13.5,3.2,9.6,10.8,0.9

New compounds follow.
Compound,Apaf1 inhib,697 NFkB inh,SENP8 block,EBI2 block,Gli-Sufu antag,Jurkat NFkB inh,CCR6 antag,UBC13 inh
O=[N+]([O-])c1cn(Cc2ccccc2)cn1,-0.7,-12.3,-1.7,0.3,0.5,13.5,-0.8,-8.6
COc1ccccc1CNC(=O)c1cnc2sccn2c1=O,2.9,-1.4,6.8,-0.7,0.6,-4.4,11.0,0.6
CCOC(=O)c1c(NC(=O)Cc2ccccc2)sc2c1CC(C)(C)NC2(C)C,27.0,-5.8,5.4,-0.7,5.6,6.8,11.8,43.1
O=C(O)c1ccccc1S(=O)(=O)NCC(O)COc1ccc(Br)cc1 (stereo not given),-5.0,17.2,3.2,-1.1,2.8,-5.7,-11.2,-3.0
O=c1[nH]nc(-c2ccc(F)cc2)cc1Cc1ccccn1,-3.2,18.1,-5.5,2.3,6.6,-10.7,-5.0,-3.4
FC(F)(F)c1cc(-c2ccco2)nc(NCc2ccccc2)n1,17.3,10.0,4.3,6.2,-4.2,-5.3,19.8,1.1
COc1ccc(C(=O)Nc2ccc3nc4n(c(=O)c3c2)CCCC4)cc1[N+](=O)[O-],-5.0,12.8,-15.0,.,.,-7.7,.,-7.9
O=C(Nc1ccc2nc3n(c(=O)c2c1)CCCCC3)c1ccccc1[N+](=O)[O-],-4.3,7.7,0.5,3.2,-12.8,-18.3,19.4,-8.3
COC(=O)Cc1c(C)c2ccc(OC3CCCCC3=O)c(C)c2oc1=O (stereo not given),1.9,-35.2,0.9,-13.1,34.4,4.2,8.4,14.2
O=C(c1ccc(F)cc1)c1ccc(N2CCCCC2)cc1,20.3,-91.2,-2.1,-9.6,-63.6,-84.2,21.5,28.5
N#C/C(=C(/O)CN1CCCCC1)c1nc(-c2ccc(Cl)cc2)cs1,-7.6,-29.9,-4.4,6.5,-26.1,-30.3,-12.0,1.4
O=C(CC1CCOCC1)Nc1ccc(Cl)c(Cl)c1,3.9,0.9,-8.5,1.4,6.5,-9.1,-3.8,-10.4
CC(C)(C)OC(=O)C[C@@H]1C/C=C\C[C@H](CC(=O)N(CCO)Cc2ccccc2)C(=O)N[C@H](C(C)(C)C)COC1=O,9.4,7.6,-16.8,0.1,0.6,-10.7,1.6,-12.1
COc1ccc(/C=N/NC(=O)CCc2n[nH]c(=O)[nH]c2=O)cc1O,-0.9,7.8,-8.7,-2.6,-6.8,2.1,7.0,-14.7
Cc1ccc(NC(=O)c2cccc(Cl)c2)nc1,5.6,2.3,-4.4,2.6,-11.5,-3.2,-4.5,-0.8

At a glance, part of the list above.
Compound,Apaf1 inhib,697 NFkB inh,SENP8 block,EBI2 block,Gli-Sufu antag,Jurkat NFkB inh,CCR6 antag,UBC13 inh
O=[N+]([O-])c1cn(Cc2ccccc2)cn1,-0.7,-12.3,-1.7,0.3,0.5,13.5,-0.8,-8.6
COc1ccccc1CNC(=O)c1cnc2sccn2c1=O,2.9,-1.4,6.8,-0.7,0.6,-4.4,11.0,0.6
CCOC(=O)c1c(NC(=O)Cc2ccccc2)sc2c1CC(C)(C)NC2(C)C,27.0,-5.8,5.4,-0.7,5.6,6.8,11.8,43.1
O=C(O)c1ccccc1S(=O)(=O)NCC(O)COc1ccc(Br)cc1 (stereo not given),-5.0,17.2,3.2,-1.1,2.8,-5.7,-11.2,-3.0

(further entries)
Compound,Apaf1 inhib,697 NFkB inh,SENP8 block,EBI2 block,Gli-Sufu antag,Jurkat NFkB inh,CCR6 antag,UBC13 inh
CCCCCCNS(=O)(=O)c1nc2nc(C)cc(C)n2n1,1.9,12.4,-2.8,-13.9,-2.5,5.7,6.6,-2.5
Nc1cccc2c(=O)c3ccccc3[nH]c12,21.5,-4.9,-2.7,-1.4,6.6,-5.4,7.9,-49.6
Cc1cc(C(=O)N/N=C/c2ccc(-c3ccc(C)c(Cl)c3)o2)n[nH]1,-2.4,-9.6,-6.7,12.9,-5.0,-8.3,17.2,-19.6
CC(C)NC(=O)Cn1cc(S(=O)(=O)N2CCCC2)c(S(=O)(=O)N2CCCC2)c1,-1.5,-12.7,-3.0,-2.3,-12.9,-3.9,-5.5,-3.7
Cc1csc(=O)n1CC(=O)Nc1ccc(C(C)C)cc1,7.3,-45.6,-14.4,1.5,-37.0,-30.9,31.5,-2.9
C=CCOc1cccc(/C=C2\C(=O)N(Cc3ccc(C)cc3)C(C)=C2C(=O)OC)c1,5.5,18.8,3.4,32.8,2.4,-4.4,24.7,-10.8
CCCCOC(=O)Nc1sc2c(c1C(=O)OC)CCC2,3.6,-8.3,-9.1,7.9,4.8,-5.2,8.7,-9.8
CC1CCCCC1NS(=O)(=O)c1ccc2c(c1)CC(=O)N2C (stereo not given),6.2,7.5,2.1,-19.4,-19.5,10.0,-0.4,-5.3
CC(C)NC(=O)c1ccc(COCC(F)(F)F)cc1,3.6,-10.7,-5.0,-2.6,4.5,-12.7,19.2,8.5
C=C(C)C(=O)Nc1cccc(C2=NOC3(C2)C[C@H](C(N)=O)N(C(=O)c2ccccc2C(=O)c2ccccc2)C3)c1 (stereo not given in full),-269.6,22.9,7.1,6.6,8.7,11.2,2.0,-59.0
CN(CCc1cnn(C)c1)Cc1cn(C)nc1-c1ccc2c(c1)OCCO2,-0.1,-2.0,-6.1,-2.6,-2.0,-11.2,-12.7,-3.0
O=C(CSc1nnnn1C1CCCCC1)NCc1cccc(C(=O)O)c1,2.0,8.6,-1.4,-1.2,8.5,22.0,9.4,-3.4
CCc1cccc(C)c1NC(=O)COC(=O)Cc1ccsc1,-5.5,28.2,-3.7,-11.8,6.2,8.5,5.1,17.4
COc1ccc(/C=N/NC(=O)c2cc(-c3ccccc3)nc3ccccc23)c(OC)c1,18.9,-5.4,-3.8,21.9,3.2,-7.1,-0.7,-7.9
CC1(C)Cc2cccc(OCC(=O)Nc3cccnc3Cl)c2O1,-1.3,-5.1,0.2,-11.6,-11.0,16.5,10.3,0.1

(continued)
Compound,Apaf1 inhib,697 NFkB inh,SENP8 block,EBI2 block,Gli-Sufu antag,Jurkat NFkB inh,CCR6 antag,UBC13 inh
CCOC(=O)c1cnc(SC)nc1Oc1cccc(NC(=O)c2ccc(Cl)cc2)c1,12.8,14.6,-3.9,18.3,2.1,-1.1,-2.6,-17.3
Cc1ccc(NC(=O)c2noc3c2CCc2ccccc2-3)cc1,4.3,-52.4,-6.5,18.6,-64.8,-73.5,4.7,0.1
COC(=O)C1=C(C)NC(=O)CC1c1cccc(Cl)c1Cl (stereo not given),18.0,-7.3,-1.6,-3.1,0.1,11.2,-6.4,0.3
CC(C)(C)NC[C@H](O)COc1cccc2c1CCCC2=O,15.9,7.6,-12.1,-4.5,28.5,0.6,6.0,-12.9
COCCOC(=O)C1=C(C)NC(=O)NC1c1cc2c(cc1Br)OCO2 (stereo not given),17.4,3.4,-8.8,0.0,8.9,4.3,3.1,-0.3
